BCLXL inh: inhibitors of human Bcl-xL, primary screen, biochemical, fluorescence polarization, HTS. AID 2129, 2009. Bcl-2-like protein 1 (Homo sapiens), Q07817. inhibition, % at 10.9 µM. hit rate 0.7% among 320,000. GST-Bcl-xL / FITC-Bim BH3 peptide fluorescence polarization;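 active means inhibition above the mean of all tested compounds plus 3 SD, cutoff set per campaign, cut at about 30% in these data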;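 further: 0% = DMSO wells and 100% = unlabeled Bim-BH3 peptide competitor; inhibitors lower millipolarization by displacing the labeled peptide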
Target sequence (Q07817 whole entry, looked up): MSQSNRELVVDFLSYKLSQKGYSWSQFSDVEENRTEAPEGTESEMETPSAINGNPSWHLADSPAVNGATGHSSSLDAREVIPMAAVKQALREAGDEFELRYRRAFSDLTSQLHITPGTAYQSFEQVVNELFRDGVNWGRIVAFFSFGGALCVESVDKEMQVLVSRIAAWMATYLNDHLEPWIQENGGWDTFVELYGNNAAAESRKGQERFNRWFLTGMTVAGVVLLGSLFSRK
PME-1 primary: PME-1 inhibitors via competitive probe labeling, primary screen, biochemical, fluorescence polarization, FP-Rh probe, HTS; Protein phosphatase methylesterase 1 (Homo sapiens), Q9Y570; recombinant PME-1; inhibition, % at 5.9 µM; hit rate 0.53% among 320,000;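 active means inhibition above the campaign mean of all compounds plus 3 SD, cut at about 26% in these data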;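 further: competitive labeling of PME-1 active site by serine hydrolase directed probe; 0% = PME-1 with DMSO and 100% = wells lacking PME-1 enzyme; inhibitors block probe labeling so polarization falls and inhibition rises; many of its hits are not listed in these tables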
Target sequence (Q9Y570 whole entry, looked up): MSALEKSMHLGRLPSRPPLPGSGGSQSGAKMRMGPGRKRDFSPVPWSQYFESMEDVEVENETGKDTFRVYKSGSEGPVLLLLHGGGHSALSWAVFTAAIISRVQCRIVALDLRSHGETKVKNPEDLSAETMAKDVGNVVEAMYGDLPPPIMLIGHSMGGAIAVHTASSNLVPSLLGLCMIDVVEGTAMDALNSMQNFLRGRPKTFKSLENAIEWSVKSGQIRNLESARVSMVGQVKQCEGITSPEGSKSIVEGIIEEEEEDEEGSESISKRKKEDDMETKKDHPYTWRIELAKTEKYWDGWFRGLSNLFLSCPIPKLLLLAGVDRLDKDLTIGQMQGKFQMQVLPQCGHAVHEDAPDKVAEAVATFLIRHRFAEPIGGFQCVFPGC
Fam108B counter: mouse Fam108B serine hydrolase inhibitors, primary screen, counter-screen for RBBP9 inhibitor project, biochemical, fluorescence polarization. inhibition, % at 9.51 µM. hit rate 0.33% among 300,000. AID 1947, 2009. recombinant Fam108B, FP-Rh probe fluorescence polarization;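 active means inhibition above the screen mean inhibition plus 3 SD, computed separately per campaign, cut at about 18% in these data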;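 further: inhibitors lower polarization as less probe binds the enzyme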
MEX-5 binding: MEX-5 zinc finger RNA-binding disruptors – biochemical, C. elegans, fluorescence polarization, MLPCN library, primary screen; Zinc finger protein mex-5 (Caenorhabditis elegans), Q9XUB2; MEX-5/FITC-TCR2 RNA binding; hits give low values; activity score (negative = inhibition of binding), % at 10 µM; hit rate 0.38% among 300,000;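 active means inhibition past about -25% in most replicates, and total fluorescence under double the plate's negative control median, limit read from the data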;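 further: 0% = DMSO and -100% = 5 µM competing unlabeled TCR2 RNA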
Efflux pump inh: inhibitors of Candida efflux pumps in yeast, primary screen, S. cerevisiae, Nile Red, multiplex. S. cerevisiae Candida pump triplex. inhibition, % at 10 µM. hit rate 0.44% among 330,000;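 active means plate passing quality check with inhibition over a set limit, or well fluorescence over plate mean plus 4 SD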;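 further: Nile Red retained in pooled yeast measured as flow cytometry median fluorescence; 0% = buffer negative control and 100% = Enniatin B positive control; higher means more Nile Red kept so more efflux inhibition; some compounds called inactive have numbers as strong as hits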
MCL1-BIM inh: inhibitors of MCL1 binding to BIM-BH3, primary screen, biochemical, fluorescence polarization. Induced myeloid leukemia cell differentiation protein Mcl-1 (Homo sapiens), Q07820. GST-MCL1 / FITC-Bim-BH3 fluorescence polarization. inhibition, % at 10.9 µM. hit rate 0.68% among 320,000. AID 2057, 2009;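 active means inhibition above the mean inhibition of all tested compounds plus 3 SD, set per campaign, cut at about 40% in these data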;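 further: 0% = DMSO wells and 100% = unlabeled Bim-BH3 peptide control; higher means more loss of mP so more displacement of Bim peptide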
Target sequence (Q07820 whole entry, looked up): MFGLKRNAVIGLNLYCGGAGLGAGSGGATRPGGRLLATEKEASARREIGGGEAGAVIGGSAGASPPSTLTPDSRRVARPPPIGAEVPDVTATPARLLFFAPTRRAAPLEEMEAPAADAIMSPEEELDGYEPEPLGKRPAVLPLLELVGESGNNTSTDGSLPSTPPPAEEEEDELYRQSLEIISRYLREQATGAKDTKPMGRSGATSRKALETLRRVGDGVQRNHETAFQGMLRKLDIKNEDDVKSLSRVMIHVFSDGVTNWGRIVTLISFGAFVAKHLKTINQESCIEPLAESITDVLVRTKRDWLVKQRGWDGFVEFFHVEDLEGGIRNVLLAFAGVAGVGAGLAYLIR
GRK2 inh: compounds blocking aptamer binding on GRK2 – biochemical, human GRK2, bead flow cytometry, HTS, primary screen; FAM-aptamer displacement from GRK2; Beta-adrenergic receptor kinase 1 (Homo sapiens), P25098; AID 488847, 2010; inhibition of aptamer binding, % at 10 µM; hit rate 0.59% among 330,000;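 active means inhibition of aptamer binding above 40%, roughly 3 SD of noise, on plates passing a quality check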;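 further: median bead fluorescence of bound FAM aptamer so fluorescent compounds give negative values; no value below 0 was filed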
VLA-4 inh: inhibition in human VLA-4 binding assay, primary screen, VLA-4 allosteric modulator project, MLPCN library, flow cytometry, VLA-4 expressing cells; ligand binding flow cytometry; inhibition, % (about 7 µM as worked out from the volumes in the protocol); AID 2557, 2010; hit rate 0.2% among 330,000; in the data active means inhibition above about 50%
GLD-1 TGE inh: GLD-1/TGE RNA complex disruptors, primary screen, biochemical, fluorescence polarization; inhibition, % at 5.96 µM; purified GLD-1 + fluorescein TGE RNA; Female germline-specific tumor suppressor gld-1 (Caenorhabditis elegans), Q17339; AID 2280, 2010; hit rate 0.44% among 320,000;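 active means percent inhibition above a per-plate cutoff, the plate mean of test compounds plus 3 SD, cut at about 30% in these data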;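 further: 0% = DMSO wells with GLD-1 and probe and 100% = wells lacking GLD-1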
Starred values were filed as active, the others as inactive. These rows are one share of the data; count on the stated rates, not on these rows.

Results for O=C(COc1ccc(F)cc1)Nc1nccs1 ?
BCLXL inh: 3; PME-1 primary: 4; Fam108B counter: -1; MEX-5 binding: 2.0; Efflux pump inh: -0.2; MCL1-BIM inh: -1; GRK2 inh: 4; VLA-4 inh: 23; GLD-1 TGE inh: 2

How did CC(C)N(C(=O)CSc1n[nH]c(=O)n1CCc1ccccc1)C(C)C do in these assays?
BCLXL inh: 3; PME-1 primary: 3; Fam108B counter: -1; MEX-5 binding: 0.1; Efflux pump inh: 0.0; MCL1-BIM inh: 5; GRK2 inh: 3; VLA-4 inh: 2; GLD-1 TGE inh: 1

Results for CCOC(=O)C(NC(=O)Nc1ncccn1)(Oc1ccccc1)C(F)(F)F (stereo not given) ?
BCLXL inh: 0; PME-1 primary: -4; Fam108B counter: 1; MEX-5 binding: 0.7; Efflux pump inh: 0.0; MCL1-BIM inh: -3; GRK2 inh: 3; VLA-4 inh: 27; GLD-1 TGE inh: 3

How did CCOC(=O)c1nc(C)n(-c2ccc(Cl)cc2Cl)n1 do in these assays?
BCLXL inh: 1; PME-1 primary: -3; Fam108B counter: -3; MEX-5 binding: -3.0; Efflux pump inh: -0.2; MCL1-BIM inh: 4; GRK2 inh: 0; VLA-4 inh: 9; GLD-1 TGE inh: 4

Results for CC(=O)N1CC(C)Sc2ccc(S(=O)(=O)NCCc3ccc(C)cc3)cc21 (stereo not given) ?
BCLXL inh: 10; PME-1 primary: 4; Fam108B counter: 0; MEX-5 binding: 0.1; Efflux pump inh: -0.1; MCL1-BIM inh: 3; GRK2 inh: 2; VLA-4 inh: -2; GLD-1 TGE inh: 8

What do the screens show for `O=C(Nc1ccccc1N1CCOCC1)c1ccc2c(c1)C(=O)N(Cc1ccncc1)C2=O`?
BCLXL inh: 3; PME-1 primary: 0; Fam108B counter: 3; MEX-5 binding: 2.2; Efflux pump inh: 0.2; MCL1-BIM inh: -8; GRK2 inh: 7; VLA-4 inh: 11; GLD-1 TGE inh: -4

How did COc1ccc(NC(=O)c2ccc([N+](=O)[O-])cc2[N+](=O)[O-])c(OC)c1 do in these assays?
BCLXL inh: 2; PME-1 primary: -6; Fam108B counter: -3; MEX-5 binding: -0.6; Efflux pump inh: 0.0; MCL1-BIM inh: -1; GRK2 inh: 2; VLA-4 inh: -5; GLD-1 TGE inh: -4

How did COc1ccc(NS(=O)(=O)c2ccc(C)c(C(=O)N(C)Cc3ccc(C)cc3)c2)cc1 do in these assays?
BCLXL inh: 2; PME-1 primary: 7; Fam108B counter: -2; MEX-5 binding: 0.2; Efflux pump inh: -0.1; MCL1-BIM inh: 0; GRK2 inh: 0; VLA-4 inh: 0; GLD-1 TGE inh: -2

How did Cc1cc(NC(=O)c2ccc(C#N)cc2)n(-c2ccccc2)n1 do in these assays?
BCLXL inh: 4; PME-1 primary: 2; Fam108B counter: 2; Efflux pump inh: 0.0; MCL1-BIM inh: 11; GRK2 inh: 4; VLA-4 inh: 2; GLD-1 TGE inh: -1

How did Nn1c(COc2ccc(Cl)cc2)n[nH]c1=S do in these assays?
BCLXL inh: -20; PME-1 primary: 2; Fam108B counter: 0; MEX-5 binding: 1.4; Efflux pump inh: 0.0; MCL1-BIM inh: -8; GRK2 inh: 0; VLA-4 inh: 1; GLD-1 TGE inh: 3

Results for Cc1ccc(CN2CC(C(=O)NNC(=O)Cn3ccc(C(F)(F)F)n3)CC2=O)cc1 (stereo not given) ?
BCLXL inh: 3; PME-1 primary: 1; Efflux pump inh: 0.0; MCL1-BIM inh: 9; GRK2 inh: 4; VLA-4 inh: -6; GLD-1 TGE inh: -1

Results for CCn1nc(C)c(CN2CCN(Cc3ccsc3)C(CCO)C2)c1C (stereo not given) ?
BCLXL inh: 1; PME-1 primary: -1; Fam108B counter: 0; MEX-5 binding: -0.1; Efflux pump inh: 0.1; MCL1-BIM inh: -1; GRK2 inh: 3; VLA-4 inh: 4; GLD-1 TGE inh: 1

What do the screens show for `COc1cc(NC(=O)c2cc(C(C)C)on2)cc(OC)c1OC`?
BCLXL inh: 2; PME-1 primary: -3; Fam108B counter: 2; MEX-5 binding: -0.6; Efflux pump inh: -0.1; MCL1-BIM inh: 1; GRK2 inh: 0; VLA-4 inh: -16; GLD-1 TGE inh: 6

What do the screens show for `Cc1cc(C(=O)Nc2ccc(C)c(S(=O)(=O)N3CCOCC3)c2)c2ccccc2n1`?
BCLXL inh: -25; PME-1 primary: 1; Efflux pump inh: 1.1*; MCL1-BIM inh: -34; GRK2 inh: 0; VLA-4 inh: -22; GLD-1 TGE inh: -1

How did NS(=O)(=O)c1ccc(CCNC(=O)/C=C/c2ccccc2[N+](=O)[O-])cc1 do in these assays?
BCLXL inh: 9; PME-1 primary: 1; Fam108B counter: -2; MEX-5 binding: -0.2; Efflux pump inh: 0.0; MCL1-BIM inh: -1; GRK2 inh: 0; VLA-4 inh: -10; GLD-1 TGE inh: 5

How did CC1C2CC(C/C2=N/NC(=O)c2cccs2)C1(C)C (stereo not given) do in these assays?
BCLXL inh: -2; PME-1 primary: -3; Fam108B counter: -1; MEX-5 binding: -1.8; Efflux pump inh: -0.2; MCL1-BIM inh: -5; GRK2 inh: 3; VLA-4 inh: 0; GLD-1 TGE inh: 2

What do the screens show for `O=C(/C=C/Nc1cccc([N+](=O)[O-])c1)c1cccs1`?
BCLXL inh: 6; PME-1 primary: 15; Fam108B counter: 1; MEX-5 binding: -2.0; Efflux pump inh: -0.1; MCL1-BIM inh: -1; GRK2 inh: 0; VLA-4 inh: -2; GLD-1 TGE inh: 3

What do the screens show for `COc1ccccc1NC(=O)Cn1c(=O)n(CCc2c[nH]c3ccccc23)c(=O)c2cccnc21`?
BCLXL inh: -11; PME-1 primary: 3; Fam108B counter: -8; MEX-5 binding: -0.4; Efflux pump inh: 0.9; MCL1-BIM inh: -7; GRK2 inh: 0; VLA-4 inh: 10; GLD-1 TGE inh: 1

How did N/C(=N\OC(=O)Cc1cccc2ccccc12)c1ccccn1 do in these assays?
BCLXL inh: -2; PME-1 primary: 2; Fam108B counter: 2; MEX-5 binding: 1.2; Efflux pump inh: 1.2*; MCL1-BIM inh: -2; GRK2 inh: 0; VLA-4 inh: 10; GLD-1 TGE inh: -3

What do the screens show for `COc1ccccc1/C=N/NC(=O)c1ccccc1NS(=O)(=O)c1ccc(C)cc1`?
BCLXL inh: -2; PME-1 primary: 3; Fam108B counter: 7; Efflux pump inh: -0.2; MCL1-BIM inh: 6; GRK2 inh: 0; VLA-4 inh: -2; GLD-1 TGE inh: -4

Results for CCn1nc(C(=O)OCC(=O)N(CCC#N)c2ccccc2)c2ccccc2c1=O ?
BCLXL inh: -1; PME-1 primary: 3; Efflux pump inh: 0.0; MCL1-BIM inh: 0; GRK2 inh: 2; VLA-4 inh: -6; GLD-1 TGE inh: 7

What do the screens show for `Cc1ccccc1C1=N/C(=C/c2cccnc2)C(=O)O1`?
BCLXL inh: -2; PME-1 primary: -4; Fam108B counter: -2; MEX-5 binding: -0.7; Efflux pump inh: -0.1; MCL1-BIM inh: 1; GRK2 inh: 2; VLA-4 inh: 1; GLD-1 TGE inh: -2

How did O=C(/C=C/c1ccco1)NC1CCCC1 do in these assays?
BCLXL inh: 8; PME-1 primary: -1; Fam108B counter: -3; MEX-5 binding: -2.5; Efflux pump inh: 0.1; MCL1-BIM inh: 4; GRK2 inh: 18; VLA-4 inh: 13; GLD-1 TGE inh: 4

How did CN(C)C(=O)CN1c2cccc3cccc(c23)S1(=O)=O do in these assays?
BCLXL inh: 0; PME-1 primary: -2; Fam108B counter: 2; MEX-5 binding: -1.8; Efflux pump inh: -0.1; MCL1-BIM inh: 0; GRK2 inh: 4; VLA-4 inh: -8; GLD-1 TGE inh: 6

How did C=CCSc1nnc(Cc2cc(=O)[nH]c(=O)[nH]2)n1-c1cc(C)ccc1C do in these assays?
BCLXL inh: 7; PME-1 primary: 6; Fam108B counter: -1; MEX-5 binding: -0.9; Efflux pump inh: 0.1; MCL1-BIM inh: 10; GRK2 inh: 1; VLA-4 inh: 6; GLD-1 TGE inh: 6

Results for CS(=O)(=O)N1CCN(c2ccc(NC(=S)NC(=O)c3ccc4c(c3)OCO4)cc2)CC1 ?
BCLXL inh: 1; PME-1 primary: -7; Fam108B counter: 0; MEX-5 binding: -1.6; Efflux pump inh: 0.0; MCL1-BIM inh: 4; GRK2 inh: 1; VLA-4 inh: -7; GLD-1 TGE inh: 3

How did O=C(c1cn(-c2ccccc2)nc1-c1cccnc1)N1CCN(S(=O)(=O)c2cccc(F)c2)CC1 do in these assays?
BCLXL inh: -10; PME-1 primary: 3; Efflux pump inh: 0.0; MCL1-BIM inh: -8; GRK2 inh: 2; VLA-4 inh: -7; GLD-1 TGE inh: 2

How did O=C(Nc1ccccc1N1CCOCC1)C1CCN(S(=O)(=O)c2ccc(Cl)cc2)CC1 do in these assays?
BCLXL inh: 1; PME-1 primary: 7; Fam108B counter: -2; MEX-5 binding: 2.5; Efflux pump inh: -0.1; MCL1-BIM inh: -2; GRK2 inh: 2; VLA-4 inh: 1; GLD-1 TGE inh: -3

How did COC(=O)c1ccc(/C=N/NC(=O)c2cccc(F)c2)cc1 do in these assays?
BCLXL inh: 0; PME-1 primary: -2; Fam108B counter: 0; MEX-5 binding: 0.0; Efflux pump inh: 0.0; MCL1-BIM inh: -1; GRK2 inh: 0; VLA-4 inh: 6; GLD-1 TGE inh: 6

Results for COCCCn1c(SCc2nc3ccccc3c(=O)[nH]2)nc2ccccc2c1=O ?
BCLXL inh: 11; PME-1 primary: 9; Fam108B counter: -1; MEX-5 binding: 1.6; Efflux pump inh: 0.1; MCL1-BIM inh: 9; GRK2 inh: 1; VLA-4 inh: 5; GLD-1 TGE inh: 2

How did Cc1ccc(S(=O)(=O)N2CCOCC2)cc1C(=O)OCC(=O)c1ccc(Br)cc1 do in these assays?
BCLXL inh: -4; PME-1 primary: 1; Efflux pump inh: -0.1; MCL1-BIM inh: -8; GRK2 inh: 5; VLA-4 inh: 2; GLD-1 TGE inh: 0

Results for CCN(CC(=O)NC(=O)NC1CCCCC1)Cc1nc2ccccc2c(=O)[nH]1 ?
BCLXL inh: -1; PME-1 primary: 1; Fam108B counter: -1; MEX-5 binding: -0.4; Efflux pump inh: 0.0; MCL1-BIM inh: 2; GRK2 inh: 0; VLA-4 inh: 3; GLD-1 TGE inh: 3

What do the screens show for `O=C(CNC(=O)c1cccs1)NCCN1CCN(Cc2ccccc2)CC1`?
BCLXL inh: 2; PME-1 primary: 1; Fam108B counter: 2; MEX-5 binding: -1.1; Efflux pump inh: -0.1; MCL1-BIM inh: 5; GRK2 inh: 0; VLA-4 inh: -5; GLD-1 TGE inh: -3

What do the screens show for `NC(=O)NC(=O)COC(=O)c1ccc(OC(F)(F)F)cc1`?
BCLXL inh: 4; PME-1 primary: -5; Fam108B counter: 1; MEX-5 binding: 0.1; Efflux pump inh: 0.0; MCL1-BIM inh: 9; GRK2 inh: 0; VLA-4 inh: -2; GLD-1 TGE inh: 3

From PubChem
